Bioassay records (PubChem)
TSHR antag: blocks TSH signaling through the human TSH receptor | P16473 | TSHR-expressing cells, TSH-stimulated cAMP HTRF, 2 h; active compounds read low | activity change, negative = inhibition, % at 11.5 µM | hit rate 0.2% among 330,000 | AID 504810;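 active = activity change below a set negative limit, meaning inhibition stronger than a set level, cut at about -70% in these data; inconclusive = activity change between two set negative limits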; note: % is set by controls: 0 for no effect and ±100 for the full control effect
Target sequence (P16473 whole entry, looked up): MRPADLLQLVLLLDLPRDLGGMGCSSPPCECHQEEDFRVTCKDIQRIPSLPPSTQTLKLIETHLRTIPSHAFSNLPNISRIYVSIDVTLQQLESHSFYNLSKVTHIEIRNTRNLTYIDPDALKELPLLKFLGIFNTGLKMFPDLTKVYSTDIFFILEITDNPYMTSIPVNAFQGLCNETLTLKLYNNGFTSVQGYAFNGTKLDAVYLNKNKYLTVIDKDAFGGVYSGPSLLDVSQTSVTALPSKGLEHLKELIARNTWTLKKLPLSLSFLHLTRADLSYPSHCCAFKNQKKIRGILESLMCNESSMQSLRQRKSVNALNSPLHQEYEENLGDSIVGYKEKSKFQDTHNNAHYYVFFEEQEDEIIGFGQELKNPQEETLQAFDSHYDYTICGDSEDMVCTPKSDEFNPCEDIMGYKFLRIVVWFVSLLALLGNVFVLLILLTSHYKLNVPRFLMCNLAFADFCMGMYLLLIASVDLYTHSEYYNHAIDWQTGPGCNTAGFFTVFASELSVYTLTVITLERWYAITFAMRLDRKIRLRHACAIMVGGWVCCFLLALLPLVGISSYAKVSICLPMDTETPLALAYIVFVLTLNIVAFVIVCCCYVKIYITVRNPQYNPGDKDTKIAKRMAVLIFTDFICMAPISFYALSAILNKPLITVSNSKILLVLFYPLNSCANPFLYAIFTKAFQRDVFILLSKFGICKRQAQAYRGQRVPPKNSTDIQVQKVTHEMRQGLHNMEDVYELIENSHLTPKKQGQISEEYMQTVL
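Read-out is FRET at 665 nm (cryptate excitation 337 nm) from a cryptate-tagged anti-cAMP antibody, competed by cell cAMP against cAMP-d2. Compounds are tested on freshly harvested TSHR cells challenged with 4nM TSH (EC80) for 2 hours at 37 deg C.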
AT treatment: potential ataxia-telangiectasia treatment; AID 485349; hit rate 0.19% among 320,000; Potency, µM (doses to about 57.5 µM), without a hit: top-dose activation, actives largely listed as activators; […] A-T fibroblasts, KAP-1 phosphorylation AlphaLISA; neocarzinostatin DNA damage 30 min before lysis; note: potency is the fitted concentration of half-maximal effect; % of control where 0% means no effect; nearly all actives have a fitted effect of over 45% in size
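hTERT-immortalized A-T patient fibroblasts ([…]), 500 cells/well in OPTI-MEM, 1% FBS, got compounds for 60 min, then NCS for 30 min at 37C. Lysates were then assayed for phospho-KAP-1 by AlphaLISA (anti-pKAP1 donor, anti-KAP1 acceptor beads), 6 hr at 25C.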
MBNL1 CUG block: blocks human MBNL1 binding to CUG repeat RNA. hit rate 0.036% among 280,000. Potency, µM (highest dose often 57.5 µM), without a hit: at the highest dose activity change, negative = inhibition, actives largely listed as inhibitors. TR-FRET MBNL1-His/biotin-(CUG)12 binding, 665/545 ratio. Q9NR56; active = well fitted inhibition curve with a large enough effect in the signal ratio, with a control signal flat, not every such curve was filed as active; inconclusive = small, poorly fitted or top-dose-only effect, or effect the other way, or a change in a side signal; inactive = no such curve, though single readings can be large or run the other way; the % refers to the signal ratio; note: potency is the fitted concentration of half-maximal effect; % is set by controls: 0 for no effect and ±100 for the full control effect
Target sequence (Q9NR56 whole entry, looked up): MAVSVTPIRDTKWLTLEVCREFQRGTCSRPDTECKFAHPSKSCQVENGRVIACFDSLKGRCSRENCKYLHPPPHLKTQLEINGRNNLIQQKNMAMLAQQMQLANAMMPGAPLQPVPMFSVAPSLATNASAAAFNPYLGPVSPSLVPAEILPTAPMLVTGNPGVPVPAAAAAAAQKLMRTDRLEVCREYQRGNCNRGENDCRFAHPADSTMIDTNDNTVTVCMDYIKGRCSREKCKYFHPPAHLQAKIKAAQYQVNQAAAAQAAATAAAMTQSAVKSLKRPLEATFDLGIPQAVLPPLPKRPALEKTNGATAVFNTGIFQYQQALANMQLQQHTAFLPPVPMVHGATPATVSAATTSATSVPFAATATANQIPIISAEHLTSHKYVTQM
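His-tagged MBNL1 binding to biotinylated (CUG)12 RNA was measured by TR-FRET using terbium anti-His antibody (0.055 ng/ul final) and streptavidin-XL665 (5 nM final). Compounds were titrated 92 nM to 58 uM; 60 min at room temperature.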
MLL CXXC-DNA inh: blocks binding of human MLL CXXC domain to DNA; Q03164; MLL-CXXC / FITC-HOXA9 DNA fluorescence polarization; Potency, µM (doses to about 115 µM), for inactives: at the highest dose activity change, negative = inhibition, hits mostly inhibitors; hit rate 0.037% among 290,000; AID 2662; active = well fitted inhibition curve with a large enough effect in the polarisation, with a control signal flat, not every such curve was filed as active; inconclusive = small, poorly fitted or top-dose-only effect, or effect the other way, or a change in a side signal; inactive = no such curve, though single readings can be large or run the other way; the % refers to the polarisation; note: potency is the fitted concentration of half-maximal effect
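Purified MLL-CXXC (added from a 7 uM solution) was preincubated 5 min at ambient with pinned compounds in 50 mM Tris-HCl pH 7.5, 50 mM NaCl, 1 mM DTT, 0.05% BSA. Fluorescein-labeled HOX-A9 DNA (50 nM solution) followed, 30 min, then polarization read.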
Mito fusion act: blocks mitochondrial division or promotes mitochondrial fusion; S. cerevisiae fusion-defective mutant growth rescue, CellTiterGlo 48 h; Potency, µM (series often up to 46.1 µM), for the others: at the top dose growth rescue (activation), hits mostly activators; AID 485298; hit rate 0.23% among 320,000;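 note: potency is the fitted concentration of half-maximal effect; % of control where 0% means no effect; nearly all actives have a fitted effect of over 45% in size; temperature-sensitive fusion mutants such as fzo1-1 at 37 °C on non-fermentable ethanol glycerol medium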
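Luminescent cell viability in 1536-well qHTS format served as the measure of rescued growth in ts fusion-mutant S. cerevisiae cultured on non-fermentable YPEG for 48 hours at 37C.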
Integrin act MD: activates integrin-mediated alleviation for muscular dystrophy. alpha7betagal myoblasts, beta-gal FDG fluorescence, 48 h. Potency, µM (doses to about 38.3 µM), for the others: top-dose activation, most hits filed as activators. hit rate 0.064% among 350,000. AID 624291;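 note: potency is the fitted concentration of half-maximal effect; 100% = response of the positive control SU9516; nearly all actives have a fitted effect of over 60% in size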
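alpha7betagal+/- myoblasts (passage 13, 250/well) treated 48 h at 37C with compounds at 1:260 dilution of DMSO stock. Lysed, then beta-galactosidase activity read as FDG fluorescence (ex 480/em 540) after 30 min, with pre-read for autofluorescence.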
PTAP TSG101 blk: blocks PTAP/TSG101 interaction to inhibit HIV-1 budding. Q99816. Potency, µM (doses to about 115 µM), for the others: at the top dose activity change, negative = inhibition, most hits filed as inhibitors. Fluorescence polarization, FITC-PTAP peptide / Tsg101 binding. 340,000 tested, under 10 active; active = well fitted inhibition curve with a large enough effect in the main read-out, with a control signal flat, not every such curve was filed as active; inconclusive = small, poorly fitted or top-dose-only effect, or effect the other way, or a change in a side signal; inactive = no such curve, though single readings can be large or run the other way; note: potency is the fitted concentration of half-maximal effect; % of control where 0% means no effect
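Compounds were pin-transferred onto Tsg101 binding domain (10 uM final) in HEPES pH 7.5 buffer, then FITC-PTAP peptide was added at 50 nM final. After 20 min at RT, polarization reported peptide displacement across a qHTS concentration series.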
Menin-MLL TR inh: menin-MLL binding inhibition, Texas Red mutant peptide. Menin + Texas Red MLL mutant peptide, fluorescence polarization. O00255. hit rate 0.23% among 270,000. Potency, µM (series often up to 61.6 µM), inactives show top-dose FP activity change, negative = inhibition, usual class: inhibitors. AID 1768; active = well fitted inhibition curve with a large enough effect in the polarisation, with a control signal flat, not every such curve was filed as active; inconclusive = small, poorly fitted or top-dose-only effect, or effect the other way, or a change in a side signal; inactive = no such curve, though single readings can be large or run the other way; the % refers to the polarisation; note: potency is the fitted concentration of half-maximal effect; % of control where 0% means no effect; many of its hits are not listed in these tables
ASM inhibitor: human S-ASM enzyme inhibition. P17405. placental ASM, HMU-PC fluorogenic substrate, 60 min. Potency, µM (titrated, usually from 57.5 µM), for the others: top-dose activity change, negative = inhibition, most hits filed as inhibitors. hit rate 0.006% among 340,000. AID 504937; note: potency is the fitted concentration of half-maximal effect
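qHTS format. ASM enzyme prepared from human placenta hydrolyses the fluorogenic substrate HMU-PC0 (9 uM final) over 60 min at 37 °C after a 10 min compound preincubation.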
TCR activator: activates T cell receptor signaling; primary human leukocytes, anti-CD3, IL-2 HTRF, 48 h; Potency, µM (titrated, usually from 9.22 µM), inactives show top-dose activation of IL-2 secretion, actives largely listed as activators; 330,000 tested, under 10 active; AID 504894; note: % of control where 0% means no effect
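Compounds are tested in HTS on primary human leukocytes co-incubated with a-CD3 beads for 48 hr. IL-2 output is measured by time-resolved FRET.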
Starred values were filed as active, the others as inactive; i = inactive; ? = inconclusive; nt = not tested or not shown; [ ] = another dose, or the depositor's remark. Unless noted, calls come from the whole dose curve; as a rule, active = well fitted curve in the direction sought with a large enough effect; inconclusive = small, poorly fitted or top-dose-only effect, or another doubt; inactive = no such curve, though single readings can be large; an effect the other way counts as inactive or inconclusive. Some of the compounds tested (hit frequency here may not be typical).

SMILES | TSHR antag | AT treatment | MBNL1 CUG block | MLL CXXC-DNA inh | Mito fusion act | Integrin act MD | PTAP TSG101 blk | Menin-MLL TR inh | ASM inhibitor | TCR activator
CCCN(CCC)CCCNC(=S)Nc1ccc2nc(N3CCN(C)CC3)cc(C)c2c1 | -3 | -4% | 1% | 24% | 7% | -56%[inhibitor] | 0% | -6% | 150%[activator] | 4%
CC(C)c1ccc(C(=O)NC(=S)NCc2cccnc2)cc1 | -16 | 0% | -4% | -6% | 16% | -6% | -3% | 11% | 0% | -2%[46.1 µM]
Cc1ccc(NC(=O)CSc2nnnn2-c2ccc3c(c2)OCO3)cc1C | 7 | -2% | -5% | -1% | 2% | -6% | -5% | -16% | 2% | 1%[46.1 µM]
CCOC(=O)C1=C(C)Nc2ccccc2N=C1NC(=O)Cc1ccc(Cl)c(Cl)c1 | 7 | 1% | 0% | ? | -3% | 3% | 2% | -9% | 2% | 0%
CNC(=S)N/N=C/c1cn(Cc2c(F)cccc2Cl)c2ccccc12 | 4 | 8% | 1% | 11% | 12% | 15% | 1% | -5% | 4% | 0%[46.1 µM]
COc1cc(C(=O)O/N=C2\CCCc3c2ccc(OC)c3[N+](=O)[O-])cc(OC)c1OC | -10 | -4% | 1% | 0% | -2% | 32% | -1% | -10% | 0% | 8%
Cc1ccc(C(=O)CC(c2cccs2)S(=O)(=O)c2ccc(C)cc2)cc1 (configuration not stated) | 14 | 9% | nt | 6% | -3% | 3% | 0% | -22% | 3% | -4%[46.1 µM]
Cc1cccc(NC(=S)N2CCN(c3ccccn3)CC2)c1 | -12 | 1% | -5% | 5% | -20% | 1% | -3% | -2% | 5% | -1%
Cc1cc(NC(=O)CC23CC4CC(C2)CC(CC(=O)Nc2cc(C)on2)(C4)C3)no1 | 5 | 2% | 5% | 0% | 3% | 1% | -4% | -10% | -1% | 5%
CCC1(CC)NC(=S)NC1=S | nt | nt | nt | nt | nt | -5% | 0% | nt | 2% | 7%
CC(=O)c1ccc(NC(=O)CSc2ccc(-c3ccc4c(c3)OCO4)nn2)cc1 | -2 | 3% | 21% | 8% | -5% | 3% | 1% | -1% | -4% | 0%[46.1 µM]
COc1cc(Cl)c(C)cc1NC(=O)CC1CCCC1 | 0 | -3% | -11% | -4% | 12% | -7% | -1% | 1% | 1% | -21%
Cn1c(Cc2ccc3c(c2)OCO3)nnc1SCC(=O)NC(C)(C)C | -1 | 7% | 0% | 2% | -1% | 15% | -5% | 1% | -1% | -3%
O=C(CCC(=O)c1ccccc1)NC1CCCN(Cc2ccccc2F)C1 (configuration not stated) | -5 | 5% | -4% | -1% | 1% | 14% | 0% | -5% | 4% | -2%
Nc1nnc(N2CCCCC2)s1 | 5 | -3% | -1% | 13% | 7% | 14% | -9% | 4% | 6% | 3%
O=C(CN1CCN(Cc2ccccc2Cl)C1=O)NC1CCCCCCC1 | 7 | nt | -13% | -1% | 2% | 1% | -1% | 1% | -1% | -3%
COCCOC(=O)c1sc2nc[nH]c(=O)c2c1C | -10 | 0% | -1% | -1% | 2% | -3% | -6% | -1% | 7% | 0%
COC(=O)CCC(NC(=O)OCc1ccccc1)C(=O)NC(CC(C)C)C(=O)OC (configuration not stated) | -17 | 0% | 4% | -11% | -2% | 9% | -5% | ? | 4% | 0%
COc1ccc(C(=O)Nc2ccccc2C(=O)NC(Cc2ccc(O)cc2)C(=O)NNC(=O)c2ccccc2Cl)cc1 (configuration not stated) | -8 | -6% | ? | 8% | -2% | -4% | -3% | 28µM* | 0% | -2%[46.1 µM]
CCc1ccc(CN(C)Cc2nc(Cc3cccc(C(F)(F)F)c3)no2)nc1 | 15 | 1% | 1% | -8% | -1% | -8% | 1% | ? | -5% | -3%
O=C(NCc1ccco1)c1cccc2c1C(=O)c1ccc(/C=C/c3ccccc3)cc1S2(=O)=O | -21 | -12% | nt | nt | nt | -40%[inhibitor] | 0% | nt | -2% | -1%
CCOC(=O)c1ccccc1N=Cc1c(O)c2ccccc2oc1=O | 2 | 4% | -3% | -1% | -2% | 16% | -3% | -7% | 43% | 1%
COc1ccc(/C=N/NC(=O)c2cc3c(OC)ccc(OC)c3[nH]2)cc1O | 5 | 15% | ? | 140%[activator] | -6% | -5% | 0% | ? | ? | -1%
O=C(COC(=O)C1CCN(S(=O)(=O)c2cccs2)CC1)Nc1ccc(F)cc1F | -6 | 8% | 2% | -2% | 12% | 10% | -3% | nt | 3% | -14%
CCN(CC)S(=O)(=O)c1ccc(C(=O)Nc2cc(C)on2)cc1 | 2 | 2% | -5% | 10% | -4% | -15% | -2% | 6% | -1% | -7%
Cc1cccn2c(=O)c3cc(C#N)c(=NC(=O)c4ccncc4)n(CCCOC(C)C)c3nc12 | 43 | 9% | ? | 3% | 0% | -17% | -11% | 2% | i | -1%
CCOc1ccc(/C=N/OCC(=O)Nc2ccc3c(c2)OCO3)cc1 | -5 | -5% | -7% | 1% | -3% | 13% | -4% | 9% | -2% | -2%
Cc1ccc2cc(CN(CC3CCCO3)C(=O)NC3CCCCC3)c(=O)[nH]c2c1C (configuration not stated) | 12 | 5% | 0% | 2% | 11% | ? | -4% | 5% | -2% | 0%
Cn1nccc1C(=O)NC1CCN(Cc2ccccc2)CC1 | 10 | 5% | -6% | -1% | -3% | 5% | 2% | nt | -1% | -1%
CC(=O)Nc1ccc(S(=O)(=O)N(C)CC(=O)OCC(=O)NNC(=O)c2ccccc2F)cc1 | 11 | -3% | nt | nt | -2% | -13% | 1% | nt | 1% | -4%
CCNC(=O)NC(=O)COC(=O)CCCc1nc2ccccc2s1 | -2 | 22% | -4% | -12% | -2% | 6% | 1% | 21% | -1% | 11%
CCC(C)(C)n1nnnc1C(c1cc2cc(C)cc(C)c2[nH]c1=O)N1CCCC1 (configuration not stated) | -1 | -7% | 41%[activator] | -8% | -4% | -9% | 4% | -18% | 21% | 0%[46.1 µM]
CCOC(=O)c1ccccc1Oc1c(F)c(F)nc(NCCO)c1F | -20 | 0% | -11% | 9% | 8% | -9% | -9% | 26% | 3% | -1%
O=c1c2cnn(-c3ccc(F)cc3)c2ncn1Cc1ccccc1 | 13 | -5% | -3% | 0% | 0% | 18% | -2% | -19% | -6% | -7%[46.1 µM]
Cc1cc(OCC(=O)Nc2cccnc2)c2c(C)c(C)c(=O)oc2c1 | -3 | 2% | 0% | 7% | 1% | 7% | -2% | 4% | 0% | 11%
O=C(COC(=O)/C=C/c1ccc(F)cc1)NCc1ccco1 | -1 | ? | 10% | -11% | -6% | 10% | 1% | 1% | 1% | 1%
COc1cc(Br)cc2cc(C(=O)OC3CCN(C)CC3)c(=O)oc12 | nt | nt | nt | nt | nt | -20% | -1% | nt | -2% | 1%
Cc1ccc(C(OC(=O)c2ccco2)C(=O)NCc2cccs2)cc1 (configuration not stated) | -6 | 6% | -5% | -17% | -9% | 23% | -3% | -2% | -6% | 9%
CCCCNc1c(-c2ccc(-c3cccc(Cl)c3)cc2)nc2ccc(Cl)cn12 | -21 | 6% | nt | nt | nt | 17% | -1% | nt | 195%[activator] | 6%
CC(=O)Nc1nnc(C)s1 | -10 | -3% | -7% | 0% | 0% | -11% | -1% | 0% | -1% | -2%[46.1 µM]
COC(=O)c1ccc(N2CCN(C)CC2)c(NC(=O)c2sc3ccccc3c2Cl)c1 | nt | nt | nt | nt | nt | 20% | -4% | nt | -2% | 4%
Cc1ccc(C(=O)N2CCN(c3ccc(NC(=S)NC(=O)c4cccs4)cc3)CC2)cc1 | -25 | 1%[11.5 µM] | -12% | -6% | 12% | 13% | 0% | 10% | -3% | nt
C=CCNCCOc1ccccc1-c1ccccc1 | -5 | 7% | -6% | 7% | -4% | -4% | 1% | -7% | 5% | -1%[46.1 µM]
Cc1ccc(/C=N/n2cc(-c3ccccc3)[nH]c2=S)s1 | 8 | -4% | 16% | 2% | 17% | -6% | -7% | ? | -2% | -13%
CC(C)CCCCCCNC(=S)Nc1ccc(S(=O)(=O)N2CCOCC2)cc1 | -4 | -4% | nt | -16% | -2% | -61%[inhibitor] | ? | 43%[activator] | -10% | -1%[46.1 µM]
COc1ccc(/C=N/NC(=S)NCc2ccccc2)cc1OC | 11 | 8% | ? | 13% | 14% | 9% | -1% | 23% | -30% | 14%[46.1 µM]
Cc1cc2cc3c(=O)[nH]c(=O)[nH]c3nc2cc1C | 15 | 3% | 4% | 2% | -8% | nt | nt | -24% | nt | nt
COc1ccccc1OCC(=O)OCn1c(SC)nnc(C)c1=O | 4 | -2% | nt | 0% | 2% | 17% | -2% | -5% | 2% | 2%[46.1 µM]
ON(CCc1ccncc1)Cc1ccccc1 | nt | nt | nt | nt | nt | -8% | -7% | nt | 3% | -3%
